# Screening results (PubChem BioAssay)
# Mtb BioA inh = M. tuberculosis BioA enzyme inhibitors, primary screen, biochemical, plate reader, single point, HTS; 7,8-diaminopelargonic acid synthase BioA (Mycobacterium tuberculosis); purified M. tuberculosis BioA enzyme; inhibition, % at 9.99 µM; 0.096% of 360,000 active; AID 602481, 2012; in the data active = inhibition above about 40%
# The depositor's hits bear a star. An excerpt (hit frequency here may not be typical).
SMILES,Mtb BioA inh
O=S(=O)(N[C@@H]1CC[C@H](CCn2cc(-c3ccc(F)cc3)nn2)O[C@@H]1CO)c1ccccc1F,7.0
COCC(=O)Nc1ccc2c(c1)OC[C@H](C)N(CC1CC1)C[C@H](C)[C@H](OC)CN(C)C2=O,-2.3
CC(C)NC(=O)N[C@@H]1C=C[C@@H](CC(=O)NC2Cc3ccccc3C2)O[C@@H]1CO,0.0
COCC(=O)N(C[C@@H]1N[C@@H](CO)[C@@H]1c1ccc(C2=CCCCC2)cc1)C(C)C,3.2
COc1ccc(NC(=O)N(C)C[C@@H]2OCCCC[C@@H](C)Oc3ccc(NC(=O)Nc4ccc5c(c4)OCO5)cc3C(=O)N([C@H](C)CO)C[C@H]2C)cc1,-2.3
Cn1cnc(S(=O)(=O)N[C@@H]2CC[C@H](CC(=O)Nc3ccccc3)O[C@@H]2CO)c1,-2.3
C[C@H](CO)N1C[C@H](C)[C@H](CN(C)Cc2ccncc2)Oc2ccc(NS(C)(=O)=O)cc2CC1=O,-2.2
COc1ccc(NC(=O)Nc2ccc3c(c2)CC(=O)N([C@@H](C)CO)C[C@H](C)[C@H](CN(C)S(=O)(=O)c2ccc(F)cc2)O3)cc1,0.7
O=C(N[C@@H]1CC[C@H](CC(=O)N2CCC(Cc3ccccc3)CC2)O[C@H]1CO)c1cnccn1,-1.3
CCC(=O)Nc1ccc2c(c1)C(=O)N(C)[C@@H]1CC[C@H](CC(=O)N[C@H](C)c3ccccc3)O[C@@H]1CO2,-0.7
CN(C)C(=O)c1ccc(-c2cccc(-c3nc(C(=O)NCc4ccccc4)cc4c3[C@@H](CCO)N([S@](=O)C(C)(C)C)C4)c2)cc1,5.8
CN(C)C(=O)C[C@@H]1C[C@@H]2c3cc(NC(=O)NC4CCCC4)ccc3O[C@@H]2[C@H](CO)O1,0.3
O=C(C1CCOCC1)N1[C@@H](CO)[C@@H]2c3ccccc3NC[C@@H]21,-3.3
C[C@@H]1CN([C@@H](C)CO)C(=O)Cc2cc(NC(=O)C3CC3)ccc2O[C@H]1CN(C)CC1CC1,0.0
CO[C@@H]1CN(C)C(=O)c2cc(NS(=O)(=O)c3cccc(F)c3)ccc2OC[C@@H](C)N(Cc2cc(F)ccc2F)C[C@@H]1C,-1.7

# Molecules listed so far with sulfur (6):
SMILES,Mtb BioA inh
O=S(=O)(N[C@@H]1CC[C@H](CCn2cc(-c3ccc(F)cc3)nn2)O[C@@H]1CO)c1ccccc1F,7.0
Cn1cnc(S(=O)(=O)N[C@@H]2CC[C@H](CC(=O)Nc3ccccc3)O[C@@H]2CO)c1,-2.3
C[C@H](CO)N1C[C@H](C)[C@H](CN(C)Cc2ccncc2)Oc2ccc(NS(C)(=O)=O)cc2CC1=O,-2.2
COc1ccc(NC(=O)Nc2ccc3c(c2)CC(=O)N([C@@H](C)CO)C[C@H](C)[C@H](CN(C)S(=O)(=O)c2ccc(F)cc2)O3)cc1,0.7
CN(C)C(=O)c1ccc(-c2cccc(-c3nc(C(=O)NCc4ccccc4)cc4c3[C@@H](CCO)N([S@](=O)C(C)(C)C)C4)c2)cc1,5.8
CO[C@@H]1CN(C)C(=O)c2cc(NS(=O)(=O)c3cccc(F)c3)ccc2OC[C@@H](C)N(Cc2cc(F)ccc2F)C[C@@H]1C,-1.7

# Returning to the listing, starting four compounds before the break.
SMILES,Mtb BioA inh
CN(C)C(=O)C[C@@H]1C[C@@H]2c3cc(NC(=O)NC4CCCC4)ccc3O[C@@H]2[C@H](CO)O1,0.3
O=C(C1CCOCC1)N1[C@@H](CO)[C@@H]2c3ccccc3NC[C@@H]21,-3.3
C[C@@H]1CN([C@@H](C)CO)C(=O)Cc2cc(NC(=O)C3CC3)ccc2O[C@H]1CN(C)CC1CC1,0.0
CO[C@@H]1CN(C)C(=O)c2cc(NS(=O)(=O)c3cccc(F)c3)ccc2OC[C@@H](C)N(Cc2cc(F)ccc2F)C[C@@H]1C,-1.7
C[C@@H]1CN([C@H](C)CO)C(=O)c2cc(NS(=O)(=O)c3ccccc3)ccc2O[C@@H]1CN(C)S(C)(=O)=O,-0.5
C/C=C/c1cnc2c(c1)C(=O)N([C@@H](C)CO)C[C@H](C)[C@@H](CN(C)Cc1ccc3c(c1)OCO3)O2,4.8
Cc1ccc(S(=O)(=O)N[C@@H]2CC[C@H](CCNC(=O)C3CC3)O[C@@H]2CO)cc1,-3.1
COCC(=O)NC[C@H]1[C@H](c2ccc(C3=CCCC3)cc2)[C@H](CO)N1C(C)=O,3.3
O=C(C[C@H]1CC[C@@H]2[C@H](COC[C@H](O)CN2Cc2ccccc2)O1)NCc1ccccc1Cl,12
C[C@H]1CCCCO[C@H](CN(C)Cc2ccc(C(=O)O)cc2)[C@@H](C)CN([C@@H](C)CO)C(=O)c2cc(NS(=O)(=O)c3ccc(F)cc3)ccc2O1,-1.3
Cc1ccccc1S(=O)(=O)NCC[C@H]1CC[C@H](NC(=O)C2CCCC2)[C@H](CO)O1,2.7
CCCNC(=O)Nc1ccc2c(c1)OC[C@H](C)N(Cc1ccccn1)C[C@@H](C)[C@H](OC)CN(C)C2=O,3.6
O=C(C[C@@H]1CC[C@@H]2[C@H](COC[C@H](O)CN2C(=O)c2ccc(F)cc2)O1)Nc1nccs1,-0.3
CO[C@@H]1CN(C)C(=O)c2ccc(NC(=O)Cc3ccccc3)cc2OC[C@@H](C)N(CCc2ccccc2)C[C@H]1C,0.6
CC(C)c1cn(CC[C@H]2CC[C@@H](NS(=O)(=O)c3ccc(Cl)cc3)[C@H](CO)O2)nn1,3.2
COc1ccc(NC(=O)Nc2ccc3c(c2)C(=O)N([C@@H](C)CO)C[C@@H](C)[C@H](CN(C)Cc2ccccc2)OCCCC[C@@H](C)O3)cc1,-1.4
O=C(Nc1ccc2c(c1)OCO2)N[C@@H]1CC[C@@H](CCNC(=O)C2CCC2)O[C@@H]1CO,-6.7
C[C@@H]1CN([C@@H](C)CO)C(=O)Cc2cc(NC(=O)Nc3ccccc3)ccc2O[C@H]1CN(C)Cc1ccc(C(=O)O)cc1,1.9
CCCNC(=O)[C@H]1[C@H](CO)[C@H]2Cn3c(ccc(C4=CCCC4)c3=O)[C@@H]1N2C(=O)CC1CC1,-2.8
COc1ccccc1S(=O)(=O)N1C[C@H](O)COC[C@H]2O[C@@H](CC(=O)O)CC[C@@H]21,-0.7
CCS(=O)(=O)N1CCCCN2[C@H](C1)[C@H](c1ccc(-c3ccccc3F)cc1)[C@@H]2CO,-6.1
CC(C)CC#Cc1cnc2c(c1)C(=O)N([C@H](C)CO)C[C@H](C)[C@@H](CN(C)C(=O)Nc1ccccc1F)O2,1.2
C[C@@H]1CN([C@H](C)CO)C(=O)CCCn2nncc2CO[C@H]1CN(C)C(=O)Nc1ccccc1,-0.5
COc1cccc(-c2cnc3c(c2)C(=O)N([C@@H](C)CO)C[C@@H](C)[C@H](CN(C)C(C)=O)O3)c1,-1.0
C[C@@H]1CCCCO[C@@H](CN(C)C(=O)Nc2ccc(F)cc2)[C@@H](C)CN([C@H](C)CO)C(=O)c2cc(NC(=O)Nc3cccc4ccccc34)ccc2O1,-0.6
C[C@H]1CN([C@@H](C)CO)C(=O)c2cccc(NS(=O)(=O)c3cccs3)c2O[C@H]1CN(C)Cc1ccc(C(=O)O)cc1,-1.7
C[C@@H](NC(=O)C[C@@H]1CC[C@@H]2[C@H](COC[C@H](O)CN2C(=O)Nc2cccc(Cl)c2)O1)c1ccccc1,1.4
CNC[C@@H]1Oc2ncc(-c3cccc(C(=O)N(C)C)c3)cc2C(=O)N([C@H](C)CO)C[C@@H]1C,-1.5
C[C@@H]1CN([C@H](C)CO)C(=O)c2cc(NC(=O)Cc3cn(C)c4ccccc34)ccc2O[C@@H]1CN(C)Cc1ccc(C(=O)Nc2ccccc2N)cc1,0.7
C[C@@H]1CN([C@H](C)CO)C(=O)c2cc(NC(=O)CCC(F)(F)F)ccc2O[C@@H](C)CCCCO[C@@H]1CN(C)C(=O)c1ccncc1,-2.8
COCC#Cc1ccc([C@@H]2[C@@H](CO)N3CCCCN(Cc4cncnc4)C[C@H]23)cc1,-4.4
C[C@@H]1CN([C@@H](C)CO)C(=O)c2cc(-c3cccc(C#N)c3)cnc2O[C@@H]1CN(C)C(=O)C1CCCCC1,0.7
C[C@@H]1CN([C@H](C)CO)S(=O)(=O)c2ccc(C3=CCCC3)cc2O[C@H]1CN(C)Cc1cncnc1,1.7
C[C@H](NC(=O)C[C@H]1CC[C@H](NS(=O)(=O)c2cccc(F)c2)[C@@H](CO)O1)c1ccccc1,0.4
Cc1noc(C)c1S(=O)(=O)Nc1ccc2c(c1)C(=O)N([C@H](C)CO)C[C@H](C)[C@H](CN(C)C(=O)Nc1ccccc1)O2,-0.4
C[C@H](CO)N1C[C@H](C)[C@H](CN(C)S(C)(=O)=O)Oc2ccc(NS(=O)(=O)c3ccc(F)cc3)cc2CC1=O,-4.2
CN(C)CCCNC(=O)[C@H]1[C@H](CO)[C@H]2Cn3c(ccc(C4=CCCCC4)c3=O)[C@@H]1N2Cc1cocn1,-1.4
CC(C)NC(=O)Nc1ccc2c(c1)C(=O)N([C@H](C)CO)C[C@@H](C)[C@@H](CN(C)Cc1ccc(Cl)c(Cl)c1)O2,0.9
C[C@H](CO)N1C[C@H](C)[C@H](CN(C)S(=O)(=O)c2cccs2)Oc2ccc(NC(=O)CCC(F)(F)F)cc2CC1=O,-1.7
C[C@@H]1CN([C@@H](C)CO)C(=O)c2cc(N(C)C)ccc2O[C@H]1CN(C)Cc1ccc(-c2ccccc2)cc1,-1.4
O=C(Nc1cccc(Cl)c1)N[C@@H]1CC[C@H](CCNC(=O)C2CCOCC2)O[C@@H]1CO,-0.2
CN(C)C(=O)[C@H]1[C@H](CO)[C@H]2Cn3c(ccc(-c4ccccc4)c3=O)[C@@H]1N2C(=O)C1CCC1,-0.8
COc1ccc(NC(=O)N(C)C[C@@H]2Oc3ccc(NS(=O)(=O)c4ccc(OC)cc4)cc3CC(=O)N([C@H](C)CO)C[C@H]2C)cc1,5.2
O=C(Nc1ccc(F)cc1)N1C[C@H]2[C@@H](c3ccccc31)[C@H](CO)N2C(=O)Cc1ccncc1,-5.4
O=C(c1cccc(F)c1)N1CC[C@@H]2[C@@H](CO)Nc3ccc(-c4cccc(F)c4)cc3[C@@H]21,98*
CCCC#Cc1cnc2c(c1)C(=O)N([C@H](C)CO)C[C@H](C)[C@H](CN(C)C(=O)c1cccnc1)O2,-1.3
C[C@@H]1CN([C@H](C)CO)C(=O)CCCn2cc(nn2)CO[C@H]1CN(C)Cc1cccc(C(F)(F)F)c1,-2.4
O=C(C[C@@H]1C[C@@H]2c3cc(NC(=O)CC4CC4)ccc3O[C@@H]2[C@H](CO)O1)NCC(F)(F)F,-1.7
C[C@@H]1CN([C@@H](C)CO)C(=O)c2cc(/C=C/c3ccccc3)cnc2O[C@H]1CN(C)C(=O)C1CCOCC1,-0.2
COCCNC(=O)C[C@@H]1CC[C@H]2[C@@H](COc3ccc(NC(=O)c4cnccn4)cc3C(=O)N2C)O1,0.7
Cc1ccc(S(=O)(=O)N(C)C[C@@H]2Oc3c(NC(=O)Nc4ccccc4)cccc3C(=O)N([C@H](C)CO)C[C@H]2C)cc1,0.1
COC(=O)C[C@H]1CC[C@H]2[C@@H](COC[C@H](O)CN2S(=O)(=O)c2ccccc2OC)O1,-2.7
C[C@@H]1CN([C@@H](C)CO)C(=O)c2cc(-c3ccc(F)cc3)cnc2O[C@@H]1CN(C)C(=O)NC1CCCC1,0.1
C[C@H]1CN([C@@H](C)CO)C(=O)Cc2cc(NC(=O)CCCN(C)C)ccc2O[C@@H]1CN(C)Cc1ccc(-c2ccccc2)cc1,-1.0
COc1ccc(S(=O)(=O)Nc2ccc3c(c2)C(=O)N([C@H](C)CO)C[C@@H](C)[C@H](CN(C)Cc2ccc(Oc4ccccc4)cc2)O3)cc1,3.9
COc1ccc(CN(C)C[C@@H]2Oc3ccc(NS(=O)(=O)c4cn(C)cn4)cc3CC(=O)N([C@@H](C)CO)C[C@@H]2C)cc1,-1.3
Cn1cnc(S(=O)(=O)N2CCCCN3[C@H](C2)[C@H](c2ccc(-c4cccc(F)c4)cc2)[C@@H]3CO)c1,3.0
O=C(C1=C[C@H](c2ccc3c(c2)Cc2ccccc2-3)C[C@H](OCCCCO)O1)N1CCCCC1,-0.7
COc1ccc(S(=O)(=O)Nc2ccc3c(c2)C(=O)N([C@H](C)CO)C[C@H](C)[C@H](CN(C)C(=O)Nc2ccccc2)O3)cc1,3.8
COc1ccc(NC(=O)N(C)C[C@H]2OCCCC[C@H](C)Oc3ccc(NC(=O)CCC(F)(F)F)cc3C(=O)N([C@@H](C)CO)C[C@H]2C)cc1,5.1
CN(C)C(=O)c1cccc(-c2ccc3c(c2)[C@@H]2[C@@H](CCN2C(=O)c2ccccc2)[C@H](CO)N3C)c1,3.8
Cc1ccc(S(=O)(=O)N[C@H]2CC[C@H](CCNC(=O)Nc3ccc(Cl)cc3)O[C@@H]2CO)cc1,2.5
Cc1ccccc1S(=O)(=O)N1C[C@H](O)COC[C@@H]2O[C@@H](CC(=O)O)CC[C@H]21,-1.0
CC(C)NC(=O)N(C)C[C@H]1Oc2ncc(C#Cc3ccc(F)cc3)cc2C(=O)N([C@@H](C)CO)C[C@H]1C,0.3

# Following part.
SMILES,Mtb BioA inh
CC(C)NC(=O)N(C)C[C@@H]1Oc2cc(C#CC(C)(C)O)ccc2S(=O)(=O)N([C@H](C)CO)C[C@H]1C,-2.7
C[C@@H]1CCCCO[C@@H](CN(C)C(=O)Nc2cccc3ccccc23)[C@H](C)CN([C@@H](C)CO)C(=O)c2cc(NC(=O)c3ccncc3)ccc2O1,-2.5
CN(C[C@@H]1[C@H](c2ccccc2)[C@@H](CO)N1C(=O)C1CCC1)C(=O)c1ccccn1,1.3
C[C@@H]1CCCCO[C@@H](CN(C)S(=O)(=O)c2cccs2)[C@H](C)CN([C@@H](C)CO)C(=O)c2cc(NC(=O)CCCN(C)C)ccc2O1,3.3
C[C@H](CO)N1C[C@H](C)[C@@H](CN(C)Cc2ccncc2)Oc2ncc(C#Cc3ccccn3)cc2C1=O,-6.1
